Bioassay records as filed in PubChem.
SR-BI DiI inh = mouse SR-BI HDL lipid transfer inhibition | inhibition, % at 12.5 µM | AID 488896 | Q61009 | ldlA[mSR-BI] CHO cells, DiI-HDL uptake fluorescence, 3 h | 0.96% of 320,000 active;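 active = mean replicate inhibition of at least 70% and a set share of replicates each scoring 70 or more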;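 note: 0% = median of neutral control wells and 100% = median of positive control wells; values of inactives mirror those of a sister screen read the other way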
Target sequence (Q61009 whole entry, looked up): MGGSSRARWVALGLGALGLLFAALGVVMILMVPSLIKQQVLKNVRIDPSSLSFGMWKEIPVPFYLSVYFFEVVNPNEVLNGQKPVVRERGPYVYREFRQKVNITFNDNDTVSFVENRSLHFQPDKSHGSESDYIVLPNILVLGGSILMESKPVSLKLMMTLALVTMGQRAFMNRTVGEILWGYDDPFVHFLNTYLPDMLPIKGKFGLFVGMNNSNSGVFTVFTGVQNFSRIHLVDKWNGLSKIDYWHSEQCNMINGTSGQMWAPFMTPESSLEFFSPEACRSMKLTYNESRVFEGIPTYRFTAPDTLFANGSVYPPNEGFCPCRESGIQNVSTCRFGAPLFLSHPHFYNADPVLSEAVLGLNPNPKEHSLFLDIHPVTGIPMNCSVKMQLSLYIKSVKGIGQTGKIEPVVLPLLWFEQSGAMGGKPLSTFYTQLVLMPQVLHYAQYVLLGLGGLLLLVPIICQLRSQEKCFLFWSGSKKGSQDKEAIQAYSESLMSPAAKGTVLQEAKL
AddAB inh = less growth of phage-infected E. coli with AddAB; E. coli expressing H. pylori AddAB, absorbance growth; inhibition, % at 11.9 µM; 0.29% of 330,000 active; in the data active = inhibition above about 12%;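 note: 0% = vehicle wells of infected cells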
Tat export inh = E. coli Tat transport inhibition | E. coli MC4100 TorA-mCherry Tat export, fluorescence | inhibition, % at 10 µM | 0.036% of 340,000 active;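 active = mean replicate inhibition at least 50% and at least half of replicates individually reaching 50%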;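 note: exported cargo escapes ClpAP degradation while cytoplasmic cargo is degraded and loses fluorescence; 0% = median of neutral control wells and 100% = median of NaSCN control wells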
SR-BI DiI-HDL act = enhances SR-BI lipid uptake from DiI-HDL. CHO ldlA[mSR-BI] cells, DiI-HDL uptake fluorescence, 3 h; 100 = double the neutral-control signal. activation, % at 12.5 µM. 0.096% of 320,000 active. AID 504775;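 active = mean replicate activation of at least 60% and every replicate at or above 60%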;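 note: 0% = median plate neutral-control signal and 100% = twice that signal; values of inactives mirror those of a sister screen read the other way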
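system = CHO ldlA[mSR-BI] cells, LDL receptor-null, SR-BI overexpressing | medium = Ham's F12 with 0.5% BSA, HEPES 25 mM, pH 7.4 | probe or stimulus = DiI-HDL 10 µg/mL | compound dosing = single-point compound dose | incubation = compound exposure 3 h, 37 °C | technique = DiI fluorescence, bottom read | read-out = cell-associated DiI fluorescence as measure of HDL uptake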
CAL PDZ FP-1 = human CAL PDZ-peptide interaction inhibition | Q9HD26 | purified CAL PDZ, TMR-peptide fluorescence polarization, 1 h | inhibition, % at 20 µM | 0.02% of 330,000 active | AID 504414;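 active = highest replicate inhibition of at least 40%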;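 note: plate controls were DMSO neutral control wells for no effect and unlabeled competitor peptide control wells for full effect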
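Material – purified CerCALP PDZ construct · Detection – FP readout, S and P plane fluorescence · Measure – percent inhibition from loss of millipolarization · Controls – unlabelled peptide for full inhibition, DMSO wells as neutral · Probe or stimulus – TMR-labelled reporter peptide T*-PRC34 bound in PDZ groove · Times – 1 h at RT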
Wnt bcat act = activates Wnt/beta-catenin signaling in a reporter cell assay; activator, plate reader; activation, % at 9.35 µM; 1.2% of 300,000 active; in the data active = activation above about 30%, passing the limit was not always enough;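 note: 0% = neutral control wells and 100% = positive control wells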
Ecoli viability = bacterial growth inhibition, counter-screen for AddAB inhibitors; inhibition, % at 11.9 µM; AID 449728; E. coli V3065 growth, OD600 absorbance, 18 h; 0.27% of 330,000 active;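 active = inhibition above the campaign's mean inhibition across all tested compounds plus 3 SD, cut at about 9.9% in these data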;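 note: uninfected addAB+ strain grown without phage in ampicillin broth; 0% = DMSO wells and 100% = ciprofloxacin 0.95 µg/ml wells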
phage Ecoli inh = E. coli growth loss with phage present | growth absorbance | inhibition, % at 11.9 µM | 0.26% of 360,000 active; in the data active = inhibition above about 11%
MITF TRPM1 HTS = increases MITF-driven TRPM1 promoter luciferase signal. SK-MEL-5 TRPM1-promoter luciferase, 24 h; % of positive control, neutral wells = 0. activation, % at 12.5 µM. 0.75% of 300,000 active. AID 588334;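 active = mean activation of at least 80% with every replicate also reaching 80%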;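 note: 0% = neutral control wells and 100% = parthenolide positive control wells; values of inactives mirror those of a sister screen read the other way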
CAL PDZ FP-2 = blocks peptide binding to the human CAL PDZ domain | Q9HD26 | purified CAL PDZ, TMR-peptide fluorescence polarization, 1 h | inhibition, % at 24.9 µM | 0.92% of 300,000 active | AID 602252;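 active = mean inhibition of at least 30% with at least half of replicates also reaching 30%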;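 note: 0% = DMSO neutral control and 100% = excess unlabeled competitor peptide PRC23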
Starred values were filed as active, the others as inactive; x = no result given. No enrichment for hits. About 3.6% of those tested had a hit in this group.

SMILES	SR-BI DiI inh	AddAB inh	Tat export inh	SR-BI DiI-HDL act	CAL PDZ FP-1	Wnt bcat act	Ecoli viability	phage Ecoli inh	MITF TRPM1 HTS	CAL PDZ FP-2
Cc1cccc(N2CCN(C(=O)c3cccc(NC4=NC5CS(=O)(=O)CC5S4)c3)CC2)c1C (centres undefined)	-3	0.2	1	3	0.4	-4	-3.7	2.2	x	-4
Cc1ccc(NC(=O)NCc2ccc3[nH]c(C)cc3c2)cc1	5	4.2	2	-5	0.0	4	0.1	3.8	12	0
Fc1ccc(NC(=S)N2CCn3cccc3C2c2cccnc2)cc1 (centres undefined)	-25	5.4	1	25	-0.5	-1	0.0	0.4	-5	-8
Cc1ccc(NC(=O)CN(C)CC(=O)Nc2ccccc2Oc2ccccc2)cc1	-27	-0.6	1	27	-0.9	-2	0.3	-2.4	2	-10
Cc1ccc(S(=O)(=O)CCC(=O)Nc2nnc(-c3ccc(F)cc3)o2)cc1	-2	-2.3	-6	2	-1.8	-1	-1.8	-0.6	-3	-3
O/N=C(\c1ccccc1)c1nccc2ccccc12	-1	2.9	-5	1	-1.9	0	-1.3	1.7	-8	-1
COc1ccc(-c2c(C)cc3oc(=O)cc(-c4ccccc4)c3c2C)cc1	62	-0.2	-5	-62	-0.5	-1	-0.7	2.2	0	-2
CN(c1ccccc1)S(=O)(=O)c1cccc(C(=O)Nc2cccc(C(=O)NC3CC3)c2)c1	48	x	-12	-48	-2.5	-4	x	1.0	-6	-9
CCCN(CC(=O)Nc1ccc(Cl)cc1Cl)C(=O)/C=C/c1cccc([N+](=O)[O-])c1	40	5.4	18	-40	-1.0	0	2.4	0.6	5	11
CC(Nc1ccccc1)c1cccnc1 (centres undefined)	-12	-0.1	0	12	-0.3	-1	0.8	2.6	1	x
S=c1[nH]nc(-c2ccc(Br)cc2)n1-c1ccc(Br)cc1	3	0.8	-17	-3	-1.2	0	1.7	-2.2	x	2
CCC(=O)N(Cc1cc2ccc(C)cc2n2nnnc12)C1CCCCC1	46	0.2	3	-46	-0.4	x	-0.5	4.6	x	x

As entered above.
For SR-BI DiI inh, `O/N=C(\c1ccccc1)c1nccc2ccccc12` shows -1
For CAL PDZ FP-2, `COc1ccc(-c2c(C)cc3oc(=O)cc(-c4ccccc4)c3c2C)cc1` shows -2
For AddAB inh, `CCC(=O)N(Cc1cc2ccc(C)cc2n2nnnc12)C1CCCCC1` shows 0.2
For Wnt bcat act, `Cc1ccc(S(=O)(=O)CCC(=O)Nc2nnc(-c3ccc(F)cc3)o2)cc1` shows -1
For SR-BI DiI-HDL act, `Cc1ccc(NC(=O)CN(C)CC(=O)Nc2ccccc2Oc2ccccc2)cc1` shows 27
For SR-BI DiI inh, `CC(Nc1ccccc1)c1cccnc1` (centres undefined) shows -12

The list goes on.
SMILES	SR-BI DiI inh	AddAB inh	Tat export inh	SR-BI DiI-HDL act	CAL PDZ FP-1	Wnt bcat act	Ecoli viability	phage Ecoli inh	MITF TRPM1 HTS	CAL PDZ FP-2
c1csc(-c2noc(CN3CCc4sccc4C3)n2)c1	2	2.5	-7	-2	-1.3	-1	1.0	1.7	0	x
COC(=O)c1c(C(=O)OC)c(-c2ccc(OC)cc2)n2c1CCC2	17	-0.9	-6	-17	-0.7	2	-2.4	2.0	-3	2
COc1cccc(CNc2nc3nc(C)cc(C)n3n2)c1	-13	1.1	16	13	0.1	8	-0.4	3.3	23	0
NC1=NS(=O)(=O)NC1c1ccc(F)cc1 (centres undefined)	-7	-0.1	3	7	-0.2	4	0.7	2.8	-6	-2
CCN(c1cccc(C)c1)S(=O)(=O)c1ccc2[nH]c(=O)c(=O)[nH]c2c1	-5	2.2	3	5	-2.3	-3	1.4	x	10	x
CC(=O)/C(=N\Nc1ccccc1)Sc1cccc2cccnc12	1	1.1	1	-1	-0.1	x	-3.0	2.1	-4	5
Cc1ccc(NC(=O)Cn2ccc(=O)[nH]c2=O)cc1	x	1.8	-4	x	-2.2	-1	0.2	-0.2	10	-5
O=C(NCc1cccs1)c1cc(-c2ccccc2)nc2ccccc12	48	3.2	1	-48	-1.8	x	-0.5	3.7	7	-1
Cc1ccc(S(=O)(=O)N2CCOCC2)cc1NC(=O)COC(=O)c1ccccc1OCc1c(C)noc1C	1	3.5	-1	-1	-1.8	x	-0.3	4.6	8	-4
COc1cc(OC)c(NC2=CC(=O)C(=O)c3ccccc32)cc1Cl	102*	-1.5	0	-102	-1.2	1	-1.0	-2.4	-97	-5
Cc1cc(C)cc(NC(=S)N2CCC(NC(=O)C3CC3)CC2)c1	7	-0.2	3	-7	-1.8	-4	0.9	2.3	-7	-5
COc1ccc(C(C)=O)cc1COc1cc(C)c(Cl)c(C)c1	30	1.3	-11	-30	-1.4	-11	-1.2	3.4	x	x
Cc1cc(NC(=O)CSc2nnc(C3CC3)n2-c2ccccc2)no1	10	1.0	-1	-10	-2.2	0	-0.3	-0.6	5	-4
CC(C)Cc1nnc(NC(=O)CCC(=O)NC2CC2)s1	-32	3.5	2	x	-1.1	5	1.2	0.1	5	-3
O=C(N/N=C/C(Br)=C/c1ccccc1)c1ccncc1	-4	11	-8	4	-5.8	8	2.6	4.2	-18	-4
CCn1c(SCC(=O)N2CCCC2)nnc1-c1ccc(S(=O)(=O)N2CCCCCC2)cc1	16	0.3	4	-16	0.2	-4	1.8	3.9	0	-3
Cn1c(=O)c2c(nc(CN3CCN(C(=O)c4ccco4)CC3)n2Cc2cccc(Cl)c2)n(C)c1=O	-13	2.1	-4	13	-1.3	x	0.1	1.7	-2	x
O=C(Nc1ncnc2sc3c(c12)CCCCC3)c1ccco1	x	4.4	0	x	-0.2	x	0.4	2.8	7	5
COc1ccc(C(=O)Nc2ccc(Cl)cc2C(=O)NCc2ccco2)cc1	44	-0.3	2	-44	-2.9	x	0.1	2.8	x	-1
O=C(CS(=O)(=O)c1ccc(F)cc1)Nc1nnc(-c2cccs2)o1	-6	-0.3	-2	6	-0.4	-1	-0.8	2.9	-9	x
O=C(Cc1ccc([N+](=O)[O-])cc1)Nc1ccc2c(c1)C(=O)NC2=O	-2	-16	-3	2	-0.4	-1	-0.8	-0.1	0	-3
COc1ccc(C2=NN(C(=S)Nc3ccccc3)C(c3ccccc3)C2)cc1 (centres undefined)	35	-0.5	-7	-35	-0.6	0	-0.9	2.8	4	-5
O=C(CN1C(=O)c2ccccc2C1=O)OCC(=O)N1CCN(c2ccccc2)CC1	-2	-2.5	-14	2	0.9	-1	0.3	2.4	0	0
COc1ccc(S(=O)(=O)N2CCOCC2)cc1NC(=O)c1ccccc1C	63	0.0	-3	-63	-1.1	1	0.7	1.4	-6	4
CC(C)OC(=O)CSc1nnc(-c2ccco2)n1N	-19	1.6	-9	19	-1.1	-2	-0.3	5.1	6	2
CC(=O)Nc1ccc(S(=O)(=O)NCc2ccc(C(=O)NC(C)c3ccccc3)cc2)cc1 (centres undefined)	15	1.1	-1	-15	-3.5	-2	-1.2	3.0	-6	-1
CCOc1ccc(NC(=O)CC2C(=O)NCCN2C(=O)c2ccc(Cl)cc2)cc1 (centres undefined)	-1	0.8	2	1	-0.4	-2	0.9	2.0	-5	-6
CSc1ccccc1C(=O)N1CCCC(CNC(=O)c2ccc(F)cc2)C1 (centres undefined)	-10	1.4	3	10	-1.4	-1	-1.4	-1.1	4	-3
CCOCCCNS(=O)(=O)c1ccc(NC(=O)N2c3ccccc3Sc3ccccc32)cc1	3	-0.4	5	-3	-1.5	x	0.4	0.4	-4	-5
C=CCN1C(=O)/C(=C2/Sc3ccc(OC)cc3N2C)SC1=NCc1ccccc1	14	-0.3	-12	-14	-1.1	x	3.5	3.0	10	x
CCC1=NN(C(=O)c2cccc([N+](=O)[O-])c2)C(O)(c2ccc(C)cc2)C1 (centres undefined)	76*	-1.2	0	-76	0.3	1	1.0	3.2	x	-4
COc1cccc(-n2nnc3c(=O)n(Cc4ccc(C)cc4)cnc32)c1	-17	0.6	-9	17	-0.5	x	0.0	4.1	13	x
CCOc1ccc(-n2nnnc2SCC(=O)NC2CCCC2)cc1	x	-1.7	6	x	-2.5	5	0.4	0.0	-3	-3
O=C(c1ccco1)N1c2ccccc2Sc2ccccc21	48	-0.2	9	-48	-0.9	x	0.5	3.0	-7	x
CCOC(=O)C1CCCN(C(=O)CCNS(=O)(=O)c2cc(Br)cnc2N)C1 (centres undefined)	6	0.4	-1	-6	-0.4	-1	-1.5	1.4	16	3
Oc1ccccc1C=Nc1ccccc1-c1nc2ccccc2[nH]1	16	2.4	4	-16	-1.2	27	-0.3	4.3	35	1

Fetched one by one from the entries so far:
SMILES	SR-BI DiI inh	AddAB inh	Tat export inh	SR-BI DiI-HDL act	CAL PDZ FP-1	Wnt bcat act	Ecoli viability	phage Ecoli inh	MITF TRPM1 HTS	CAL PDZ FP-2
CCOc1ccc(-n2nnnc2SCC(=O)NC2CCCC2)cc1	x	-1.7	6	x	-2.5	5	0.4	0.0	-3	-3
CC(=O)Nc1ccc(S(=O)(=O)NCc2ccc(C(=O)NC(C)c3ccccc3)cc2)cc1 (centres undefined)	15	1.1	-1	-15	-3.5	-2	-1.2	3.0	-6	-1
O=C(c1ccco1)N1c2ccccc2Sc2ccccc21	48	-0.2	9	-48	-0.9	x	0.5	3.0	-7	x

The list continues:
SMILES	SR-BI DiI inh	AddAB inh	Tat export inh	SR-BI DiI-HDL act	CAL PDZ FP-1	Wnt bcat act	Ecoli viability	phage Ecoli inh	MITF TRPM1 HTS	CAL PDZ FP-2
Cn1c(/C=C/c2ccc(Cl)cc2)nc2ccccc2c1=O	-14	4.1	5	14	-1.2	1	-1.0	2.7	x	-3
CCOc1ccc(NC(=O)Cn2nnc(-c3ccccc3NC(=O)CC)n2)cc1	22	3.1	8	-22	-0.2	-5	-1.3	2.5	-5	-2
CCCNC(=O)CN(C1CCCCC1)S(C)(=O)=O	-13	4.1	-4	13	0.4	x	2.3	-2.3	1	-3
O=C(NCc1ccccc1)c1cc(-c2ccncc2)nc2ccc(S(=O)(=O)N3CCOCC3)cc12	-2	0.6	-15	2	-0.6	-1	-0.4	3.1	0	4
CCCOC1CCCN(C(=O)c2cc(COc3c(F)cccc3F)on2)C1 (centres undefined)	-2	-0.3	-5	2	-3.0	17	-1.4	1.9	62	-3
CCNC(=S)Nc1ccc(OCC)cc1	3	0.2	1	-3	0.0	0	-0.3	2.3	2	-2
Cc1cc(C)n(C(=O)COc2ccccc2C)n1	2	2.0	-4	-2	0.0	x	1.8	-0.7	x	-2
O=S(=O)(NCCCN1CCOCC1)c1ccc2ccccc2c1	-9	1.7	-7	9	-0.8	-4	1.2	4.5	6	-1
C/C(CCc1oc2ccc(Cl)cc2c1-c1ccc(C)o1)=N\O	48	0.8	5	-48	1.2	-3	-4.2	2.0	5	6
